AMA1-RON2 inh: qHTS for Inhibitors of AMA1-RON; Towards Development of Antimalarial Drug Lead: Primary Screen; Plasmodium falciparum AMA1 (3D7) - RON2 peptide interaction; AlphaScreen AMA1-biotinylated RON2 peptide binding; 360,000 compounds, 0.2% hits; Potency, µM (doses to about 58.2 µM), for the others: top-dose activity change, negative = inhibition, actives largely listed as inhibitors;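 further: potency means the concentration at half of the fitted maximal effect; 0% = vehicle wells and -100% = peptide control; nearly all actives have a fitted effect of over 45% in size; some results filed as inactive show a strong effect at the top dose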
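AMA1 (3D7) with his tag at 25 nM final met compounds first, then biotinylated RON2 peptide at 25 nM; detection used donor plus acceptor beads, 10 µg/mL apiece, read by AlphaScreen after 30 min at room temperature.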
Giardia FBPA inh: qHTS Assay for Inhibitors of Fructose-1,6-bisphosphate Aldolase from Giardia Lamblia | A8B2U2 | purified Giardia FBPA | 290,000 compounds, 0.71% hits | Potency, µM (titrated, usually from 59.6 µM), for the others: at the highest dose activity, negative = inhibition, hits mostly inhibitors | AID 2451, 2010; further: potency means the concentration at half of the fitted maximal effect; on the % scale 0 is the no-effect control and ±100 the full control effect; nearly all actives have a fitted effect of over 55% in size
Target sequence (A8B2U2 whole entry, looked up): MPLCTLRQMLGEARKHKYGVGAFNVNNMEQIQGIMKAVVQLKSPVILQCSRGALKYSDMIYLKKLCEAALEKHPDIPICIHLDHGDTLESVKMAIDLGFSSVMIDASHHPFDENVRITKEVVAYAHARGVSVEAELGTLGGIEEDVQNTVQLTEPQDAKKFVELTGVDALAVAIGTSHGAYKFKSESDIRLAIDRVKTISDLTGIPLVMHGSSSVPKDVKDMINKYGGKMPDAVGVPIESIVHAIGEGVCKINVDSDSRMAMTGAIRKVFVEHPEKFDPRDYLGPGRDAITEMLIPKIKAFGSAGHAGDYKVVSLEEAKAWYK
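40 nM FBPA preincubated 10 min at RT with compound (up to 57.5 uM final), then substrate plus GAPDH/TPI/NAD/arsenate coupling and diaphorase/resazurin added. Fluorescence read after 20 min at RT, 525/598 nm.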
AmpC no deterg: qHTS Inhibitors of AmpC Beta-Lactamase (assay without detergent); P00811; AmpC nitrocefin hydrolysis, absorbance 480 nm, 0.0001% Triton; Potency, µM (top dose mostly 57.1 µM), for inactives: at the top dose activity change, negative = inhibition, most hits filed as inhibitors; 330,000 compounds, 0.52% hits; AID 485341, 2010;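 further: potency means the concentration at half of the fitted maximal effect; plate controls were no compound for no effect and no enzyme for full effect; nearly all actives have a fitted effect of over 20% in size; some results filed as inactive show a strong effect at the top dose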
Target sequence (P00811 whole entry, looked up): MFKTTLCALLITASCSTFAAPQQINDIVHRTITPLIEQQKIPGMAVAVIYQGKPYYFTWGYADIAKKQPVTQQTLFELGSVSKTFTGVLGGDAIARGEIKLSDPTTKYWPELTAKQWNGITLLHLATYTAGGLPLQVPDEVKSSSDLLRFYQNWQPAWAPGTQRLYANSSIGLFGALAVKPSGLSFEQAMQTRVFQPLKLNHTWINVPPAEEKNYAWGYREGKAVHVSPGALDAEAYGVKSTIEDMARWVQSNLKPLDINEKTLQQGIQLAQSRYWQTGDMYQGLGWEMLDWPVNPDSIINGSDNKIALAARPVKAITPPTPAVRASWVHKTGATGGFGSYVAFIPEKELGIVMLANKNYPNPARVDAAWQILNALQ
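20 mM phosphate pH 7.0 + 0.01% (detergent screen) or 0.0001% Triton X-100; 5.3 nM AmpC reagent; cpd preinc 15 min RT; nitrocefin (800 uM stock) to start; A480 q20 s × 4 min; Activity was normalised to no-enzyme and no-compound control wells.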
CHX counter: Cycloheximide Counterscreen for Small Molecule Inhibitors of Shiga Toxin; cell reporter, cycloheximide protein synthesis inhibition counterscreen; max response, %; 300,000 compounds, 12% hits; AID 2314, 2010; in the data active means max response mostly above about 13%, no sharp cut-off; inactive means mostly below about 14%; further: read at 38.3 µM for the half of the compounds with a filed dose; 0% is about no effect
AmpC detergent: qHTS Inhibitors of AmpC Beta-Lactamase (assay with detergent); P00811; AID 485294, 2010; AmpC hydrolysis of nitrocefin, absorbance 480 nm, 0.01% Triton; Potency, µM (series often up to 114 µM), inactives show at the top dose activity change, negative = inhibition, hits mostly inhibitors; 370,000 compounds, 0.041% hits;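 further: potency means the concentration at half of the fitted maximal effect; 0% = no-compound wells and -100% = no-enzyme wells; nearly all actives have a fitted effect of over 25% in size; some results filed as inactive show a strong effect at the top dose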
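20 mM phosphate pH 7.0 + 0.01% (detergent screen) or 0.0001% Triton X-100; 5.3 nM AmpC reagent; cpd preinc 15 min RT; nitrocefin (800 uM stock) to start; A480 q20 s × 4 min; Activity was normalised to no-enzyme and no-compound control wells.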
Shiga inhibitor: A qHTS for Small Molecule Inhibitors of Shiga Toxin; Vero cells, Shiga toxin protein synthesis inhibition reporter; inhibition, % at 38.7 µM; 290,000 compounds, 9.2% hits; in the data active means inhibition mostly above about 28%, no sharp cut-off; inactive means mostly below about 43%; further: 0% is about no effect
HCMV antiviral: qHTS Assay for inhibitors of the human cytomegalovirus (HCMV) | activity change, negative = inhibition, % at 57.5 µM | 410,000 compounds, 4.5% hits | AID 1259415, 2018 | HFF cells, HCMV-luciferase reporter, 72 h; hits give low values; in the data active means activity change below about -60%; inconclusive means no clear call, values can overlap the other calls; inactive means above about -39%; further: on the % scale 0 is the no-effect control and ±100 the full control effect
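Two-dose cell screen: HFF monolayers treated with compounds and infected with luciferase-expressing HCMV at 1 PFU/cell, 72 h at 37C, then lysed for luciferase measurement.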
The depositor's hits bear a star; u = inconclusive; x = no result given; + = active, no number; [ ] = dose if it differs, or a comment. Unless noted, the call rests on the fitted dose curve; in most records, active means well fitted curve in the direction sought with a large enough effect; inconclusive means small, poorly fitted or top-dose-only effect, or another doubt; inactive means no such curve, though single readings can be large; an effect the other way counts as inactive or inconclusive.

SMILES	AMA1-RON2 inh	Giardia FBPA inh	AmpC no deterg	CHX counter	AmpC detergent	Shiga inhibitor	HCMV antiviral
COc1ccc(NC2=NC(=S)N(c3cccc(C)c3)C23CCCCC3)cc1	5%	-2%	-19%	-2	-8%	-9	-5
COc1ccc(OC)c(NC(=O)C2CCCN(S(=O)(=O)c3c(C)nn(C)c3C)C2)c1 (stereo unspecified)	-7%	x	x	x	1%	x	u
CC(C)NC(=O)c1ccccc1NC(=O)C1CC(=O)N(C(C)C)C1 (stereo unspecified)	7%	-2%	-2%	0	-13%	10	11
CCOC(=O)c1cnc2cc(F)c(F)cc2c1N1CCN(C)CC1	x	-8%	1%	-2	-1%	30	-14
CCN(CC(=O)NCCCn1ccnc1)S(=O)(=O)c1ccc(C)cc1	1%	-6%	-9%	2	-7%	-5	-3
CCOCCOC(=O)c1ccc(-n2cncn2)nc1	-10%	13%	2%	1	6%	24	-10
COc1ccc(CC(=O)N2C[C@H]3C[C@@H](C2)c2cccc(=O)n2C3)cc1	11%	14%	0%	10	u	13	4
COC(=O)c1cccc(NC(=O)CSc2nncn2-c2ccccn2)c1	7%	9%	-11%	6	1%	2	-30
Cc1ccc(-c2cc(C(=O)N/N=C/C(Br)=C/c3ccccc3)n[nH]2)o1	52%[activator]	-3%	-41%	6	u	17	u
N/C(=N\OC(=O)Cc1ccccc1)c1ccc(Br)cc1	95%[activator]	3%	-13%	53*	-2%	104*	-19
CCCC(C)NC(=O)Cc1ccccc1[N+](=O)[O-] (stereo unspecified)	14%	-1%	-18%	-3	u	-6	9
O=C(CCCn1c(=S)[nH]c2ccccc2c1=O)NCc1ccco1	82%[activator]	-1%	x	-3	0%	22	-25
N#C/C(=C\c1ccc([N+](=O)[O-])o1)c1nc2ccccc2[nH]1	1%	-4%	-15%	17*	-9%	48	-94*
C/C(=N\Nc1ccccn1)c1ccc(C(C)C)cc1	-10%	-21%	-26%	47*	-1%	104*	u
CCOc1cc(C2c3c(n[nH]c3C)C(=O)N2c2ccc(Br)cc2)ccc1O (stereo unspecified)	-3%	-5%	-15%	31*	6%	38*	u
CN1CCc2c(sc3c2C(=O)NC(c2cccs2)N3)C1 (stereo unspecified)	23%	u	-12%	34*	-12%	35*	-16
Cn1ncc(C#N)c1/N=C/N1CCCCC1	-14%	4%	-10%	-3	-13%	-18	-28
CC(OC(=O)c1ccc2c(=O)n3c(nc2c1)CCCCC3)C(=O)Nc1ccc(Cl)cn1 (stereo unspecified)	37%[activator]	2%	-36%	-3	-10%	-6	-7
O=C1OC[C@@H]2CCCN2C(=O)[C@H](CC(=O)N(CCO)Cc2ccccc2)C/C=C\C[C@H]1Cc1ccc(F)cc1	-1%	x	279%[activator]	x	x	x	-12
CC(=O)c1ccc(NC(=S)NC(=O)c2c(Cl)c(C)nn2C)cc1	58%[activator]	6.3µM*	-2%	-1	u	-4	u
Cc1ccc(NC(=O)CCS(=O)(=O)c2cc3c(cc2Cl)NC(=O)CO3)cc1	-4%	x	-27%	-3	-1%	-4	0
Cc1nc2sccn2c(=O)c1S(=O)(=O)N1CCN(c2ccccc2)CC1	6%	2%	-14%	-3	-13%	-3	15
Cn1c(C(=O)NCCCN2CCCCCC2)cc2c(=O)n(C)c3ccccc3c21	-4%	-6%	11µM*	-3	u	20	40
O=C(CNC(=O)c1ccco1)NCc1nc2ccccc2[nH]1	-1%	-28%	-16%	1	-9%	-1	3
CC(=O)Nc1sc2c(c1C(c1ccc(F)cc1)N1CCOCC1)CCCC2 (stereo unspecified)	7%	-1%	175%[activator]	-1	-4%	11	-86*
Cc1ccc2c(c1)nnn2C1CCN(S(=O)(=O)c2ccc(C(=O)N3C(C)CCCC3C)cc2)CC1 (stereo unspecified)	-6%	x	86%[activator]	2	-3%	-17	-73*
Cc1nc2sccn2c1P(c1c(C)nc2sccn12)c1c(C)nc2sccn12	0%	-3%	57%	-1	-12%	-12	21
COc1ccc(OCCNC(=O)CCCO)cc1	1%	0%	-12%	-5	6%	7	27
COc1ccc(S(=O)(=O)N2CCN(CC(=O)Nc3ccc(C)c(F)c3)CC2)cc1	6%	-19%	33%	-2	-2%	15	-23
O=C(COC(=O)c1ccc(S(=O)(=O)N2CCOCC2)cc1)NC1CCCCCCC1	-6%	-2%	-3%	-2	u	-7	8
Cc1ccc(Cl)cc1NC(=S)NCCCSC1CCCCC1	1%	-8%	-48%	-1	7%	-9	-34
Cc1c(C)n(C)c2ccc(C(=O)NCCCN3CCN(c4ccc(F)cc4)CC3)cc12	-30%	5%	90%[activator]	-2	u	-4	-17
O=C(NCc1ccccc1)c1noc2c1CCCC2	-1%	6%	-16%	44*	-1%	34	-27
CN(CCO)C(=O)C1CCN(c2ncc(C(F)(F)F)cc2Cl)CC1	22%	3%	28%	8	-4%	-5	u
Cc1ccc(S(=O)(=O)N2CCOCC2)cc1NC(=O)COC(=O)CCOc1ccc(C(C)(C)C)cc1	3%	x	192%[activator]	x	-9%	x	4
COc1ccc(N2C(=O)/C(=C/c3ccc([N+](=O)[O-])cc3)N=C2C)c(OC)c1	-16%	-2%	20%	27	u	33	-40
C(=N\n1cnc2ccccc21)/c1cccnc1	-5%	1%	-13%	19*	4%	58	-10
O=[N+]([O-])c1ccc(Cl)c(S(=O)(=O)N2CCCCCC2)c1	-6%	3%	-26%	-1	u	-2	x
COc1ccc([C@H]2CC(=O)C=C(c3cccc(OC)c3)C2)cc1	-6%	x	1%	x	6%	x	29
Cc1cc2ncn(-c3ncnc4sc(C)c(C)c34)c2cc1C	0%	11%	40%	-4	-14%	-47	-10
O=C(Nc1ccc(NC(=O)C2CC2)nc1)c1cnccn1	11%	-7%	-5%	1	1%	8	66
O=C(C1CC1)N1CCc2cc(S(=O)(=O)N3CCOCC3)ccc21	-2%	3%	-8%	-3	-3%	-14	-37
Cc1cccc(OCC(O)CN2CCOCC2)c1 (stereo unspecified)	-1%	-1%	-1%	-1	-12%	17	81
C=CCN1C(=O)c2ccc(C(=O)N(C)CC(=O)Nc3ccc(OCC)c(OCC)c3)cc2C1=O	6%	x	51%	x	-12%	x	-8
C=CCOc1ccccc1OCC(O)CNC(C)C (stereo unspecified)	7%	x	-12%	x	u	x	-22
COc1ccc(OC)c(S(=O)(=O)N2CCC(C(=O)Nc3cc(C)ccc3C)CC2)c1	7%	1%	8%	-2	u	-18	-93*
Cc1ccsc1C(=O)NCc1ccc(F)cc1	8%	-3%	-5%	2	2%	-5	51
O=C(COC(=O)Cc1cccc(C(F)(F)F)c1)NCc1ccco1	3%	x	-4%	x	-16%	x	18
CCOC(=O)/C=C/COc1ccccc1[N+](=O)[O-]	13%	1%	-8%	47*	-5%	102*	-63*
O=C(NCC1CCCO1)c1onc(CSc2ccc(F)c(F)c2)c1C(=O)O (stereo unspecified)	3%	20%	-19%	-4	-5%	-12	2
COC(=O)c1ccc(OC)c(CSc2nnc(-c3ccc(C(C)(C)C)cc3)o2)c1	-2%	-1%	-8%	-5	-6%	-10	24
CN(C)C(=O)Oc1ccnc2cc(Cl)ccc12	4%	-9%	-3%	2	-8%	-2	+
C=C(C)COc1ccc(-c2[nH]ncc2Oc2cccc(OC)c2)c(O)c1	92%[activator]	-9%	-18%	5	u	-21	u
N#Cc1ccc(COC(=O)CC(NC(N)=O)c2ccc(Cl)cc2)cc1 (stereo unspecified)	3%	x	-13%	-4	-5%	-16	35
CN1CCc2c(sc(NC(=O)c3ccc4ccccc4c3)c2C(N)=O)C1	x	x	47%	49*	u	92*	x
O=S(=O)(/N=C(/Nc1cccc2ccccc12)c1ccc(F)cc1)c1ccccc1	-11%	2%	-26%	-2	-2%	-7	-2
COCCNC(=O)/C(C#N)=C/c1c(N2CCN(C)CC2)nc2c(C)cccn2c1=O	6%	9%	-17%	-4	-1%	-5	-22
CN(Cc1ccccc1)C(=O)COc1ccc(N(C)S(=O)(=O)c2ccc(F)cc2)cc1	0%	1%	12%	-3	-3%	-1	-26
CCOC(=O)c1ccc2c(c1)nc(COc1ccccc1C#N)n2CC	x	3%	-11%	-4	5%	-42	x
CC(C)(C)NC(=O)COC(=O)c1ccccc1Nc1ccc(SC(F)F)cc1	1%[11.6 µM]	2%	-20%	55*	-15%	67*	3

Of the compounds above, 5 have a nitro group on carbon.
SMILES	AMA1-RON2 inh	Giardia FBPA inh	AmpC no deterg	CHX counter	AmpC detergent	Shiga inhibitor	HCMV antiviral
CCCC(C)NC(=O)Cc1ccccc1[N+](=O)[O-] (stereo unspecified)	14%	-1%	-18%	-3	u	-6	9
N#C/C(=C\c1ccc([N+](=O)[O-])o1)c1nc2ccccc2[nH]1	1%	-4%	-15%	17*	-9%	48	-94*
COc1ccc(N2C(=O)/C(=C/c3ccc([N+](=O)[O-])cc3)N=C2C)c(OC)c1	-16%	-2%	20%	27	u	33	-40
O=[N+]([O-])c1ccc(Cl)c(S(=O)(=O)N2CCCCCC2)c1	-6%	3%	-26%	-1	u	-2	x
CCOC(=O)/C=C/COc1ccccc1[N+](=O)[O-]	13%	1%	-8%	47*	-5%	102*	-63*

The listing continues.
SMILES	AMA1-RON2 inh	Giardia FBPA inh	AmpC no deterg	CHX counter	AmpC detergent	Shiga inhibitor	HCMV antiviral
O=C(COC(=O)c1ccc(Cl)cc1[N+](=O)[O-])NNC(=O)c1cccs1	46%[activator]	x	-21%	x	-10%	x	43
C/C(=N\NC(=S)NCC(C)(C)C)c1cc(F)cc(F)c1O	18%	17%	-39%	3	9%	18	u
O=C(/C=C/c1ccccc1)NC(=S)Nc1ccccc1C(=O)NC1CCCCC1	4%	-1%	-37%	-3	-7%	2	-29
COc1cc(/C=C2\SC(=O)N(CC(=O)Nc3ccccc3F)C2=O)cc(Cl)c1O	-4%	-15%	-19%	-3	u	-6	-32
Cc1ccc(CSc2nnc(-c3ccco3)n2N)cc1	36%[activator]	3%	-16%	0	u	-10	-27
CNC(=O)c1c(NC(=O)c2cccc(N3C(=O)CCC3=O)c2)sc2c1CCC2	-2%	2%	1%	12	-6%	25	-29
CCN(CC(=O)Nc1ccccc1C(F)(F)F)C(=O)Cc1ccccc1	12%	-5%	9%	6	-3%	30	20
CC(C)(C)n1nc2c(c1NC(=O)c1ccc(F)c(F)c1)CS(=O)(=O)C2	-1%	x	-30%	-3	1%	27	25
CC1=C(C(=O)OC(C)C)C(c2ccc(Br)s2)NC(=O)N1C (stereo unspecified)	u	-2%	-10%	-4	-13%	-5	-26
Cc1ccc(S(=O)(=O)Nc2cc3c(cc2C#N)OCO3)cc1C(N)=O	-8%	3%	-5%	-5	-7%	-25	-13
